GLP1R inv ag = qHTS of GLP-1 Receptor Inverse Agonists (Inhibition Mode); Glucagon-like peptide 1 receptor (Homo sapiens), P43220; HEK293 GLP-1R CRE-luciferase, luminescence, 24 h; GLP-1R form is constitutively active; Potency, µM (doses to about 38.3 µM), without a hit: top-dose activity change, negative = inhibition, hits mostly inhibitors; hit rate 1.6% among 410,000; AID 624417, 2012; further: on the % scale 0 is the no-effect control and ±100 the full control effect; nearly all actives have a fitted effect of over 55% in size
Target sequence (P43220 whole entry, looked up): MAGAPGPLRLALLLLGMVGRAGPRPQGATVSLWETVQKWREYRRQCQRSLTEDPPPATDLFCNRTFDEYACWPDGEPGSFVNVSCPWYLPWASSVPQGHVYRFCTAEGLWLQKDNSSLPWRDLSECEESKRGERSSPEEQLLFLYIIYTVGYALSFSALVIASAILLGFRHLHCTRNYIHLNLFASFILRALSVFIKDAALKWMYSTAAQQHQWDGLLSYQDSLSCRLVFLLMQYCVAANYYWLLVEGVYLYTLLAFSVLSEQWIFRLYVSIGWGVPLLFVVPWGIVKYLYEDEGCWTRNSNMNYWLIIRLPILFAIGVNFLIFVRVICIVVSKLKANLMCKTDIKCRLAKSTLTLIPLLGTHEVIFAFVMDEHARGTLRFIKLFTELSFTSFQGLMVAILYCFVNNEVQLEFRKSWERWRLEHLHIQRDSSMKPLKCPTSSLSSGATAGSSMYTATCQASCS
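HEK293 cells stably co-expressing constitutively active GLP-1R and a cAMP-responsive luciferase reporter were seeded in DMEM with 10% Nu serum, given compounds after 12 h, and incubated 24 h at 37 deg C. Luminescence was then read.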
PTHR1 ag = qHTS for PTHR1 Agonists: Primary Screen; Parathyroid hormone/parathyroid hormone-related peptide receptor (Homo sapiens), Q03431; HEK293 GP2 PTHR1 cells, GloSensor cAMP luminescence, 1 h; Potency, µM (series often up to 115 µM), inactives show at the highest dose activation, most hits filed as activators; hit rate 0.075% among 410,000; AID 743266, 2014; further: nearly all actives have a fitted effect of over 55% in size; some results filed as inactive show a strong effect at the top dose; inactives centre near -15; many of its hits are not listed in these tables
Target sequence (Q03431 whole entry, looked up): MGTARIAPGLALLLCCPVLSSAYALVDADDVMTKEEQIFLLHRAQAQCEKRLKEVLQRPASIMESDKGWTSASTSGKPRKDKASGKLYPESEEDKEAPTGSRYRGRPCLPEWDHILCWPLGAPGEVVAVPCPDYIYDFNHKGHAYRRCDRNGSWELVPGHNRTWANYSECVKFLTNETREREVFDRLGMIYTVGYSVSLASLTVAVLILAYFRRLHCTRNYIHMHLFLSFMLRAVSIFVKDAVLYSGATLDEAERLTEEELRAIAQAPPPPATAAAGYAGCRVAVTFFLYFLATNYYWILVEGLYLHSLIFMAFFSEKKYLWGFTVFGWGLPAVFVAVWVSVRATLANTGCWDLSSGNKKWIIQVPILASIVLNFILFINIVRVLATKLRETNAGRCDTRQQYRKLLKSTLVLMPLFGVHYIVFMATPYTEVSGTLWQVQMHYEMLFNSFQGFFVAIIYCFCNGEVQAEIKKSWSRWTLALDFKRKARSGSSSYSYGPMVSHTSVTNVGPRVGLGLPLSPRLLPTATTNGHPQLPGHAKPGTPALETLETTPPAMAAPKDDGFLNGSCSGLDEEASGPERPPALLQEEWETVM
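HEK-293-derived GP2 cells expressing PTHR1 and a GloSensor cAMP reporter, 3,000/well, plated overnight, given luciferin plus IBMX (each 0.5 mM as added) for 1 h at 37 °C, then compound for 1 h at 37 °C. Luminescence was read after 15 min at room temperature.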
GLP1R ag = qHTS of GLP-1 Receptor Agonists; HEK293 GLP-1R CRE-luciferase, luminescence, 4-6 h; cells express a hypersensitive GLP-1R form; Potency, µM (doses to about 45.6 µM), without a hit: top-dose activation, actives largely listed as activators; hit rate 0.007% among 380,000; AID 624172, 2012; further: % of control where 0% means no effect
GLP1R cytotox = qHTS of GLP-1 Receptor Inverse Agonists: Cytotox Screen; HEK293 cAMP-luciferase reporter cells, luminescence, 24 h; Potency, µM (highest dose often 38.3 µM), for inactives: at the top dose activity change, negative = inhibition, most hits filed as inhibitors; hit rate 0.13% among 410,000; AID 624418, 2012;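 further: loss of luciferase light is scored as toxicity; on the % scale 0 is the no-effect control and ±100 the full control effect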
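Here, cytotoxicity is scored as loss of luminescence. The MLSMR collection was tested on cells seeded in medium containing 10% Nu serum, with a 24 hr compound exposure preceded by 12 hours of culture.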
Starred values were filed as active, the others as inactive; i = inactive; ? = inconclusive; / = not tested or not shown; & = joins results of further samples; [ ] = dose if it differs, or a comment. The call rests on the fitted dose curve; in most records, active means well fitted curve in the direction sought with a large enough effect; inconclusive means small, poorly fitted or top-dose-only effect, or another doubt; inactive means no such curve, though single readings can be large; an effect the other way counts as inactive or inconclusive. Potency means the concentration at half of the fitted maximal effect.

cpd	Compound	GLP1R inv ag	GLP1R ag
1	C=CCC1(C(C)CCC)C(=O)N=C(S)NC1=O (configuration not stated)	/	0%
2	COC([CH2][Hg])CNC(=O)c1ccccc1OCC(=O)O (configuration not stated)	/	-6%
3	CC[C@@H]1[C@@H]2C[C@H]3[C@H]4N(C)c5ccccc5[C@@]45C[C@@H]([C@@H]2[C@@H]5O)N3[C@H]1O	/	17%[19.8 µM]
4	FC(F)OC(F)(F)C(F)Cl (configuration not stated)	/	0%
5	CO[C@@H](COC(N)=O)C1=C(N2CC2)C(=O)C(C)=C(N2CC2)C1=O	/	-1%
6	c1csc(C2(N3CCCCC3)CCCCC2)c1	/	-2%
7	COc1cc(CCN)c(OC)cc1Br	/	-4%[96 µM]
8	CC(C)Oc1cccc(NC(=O)c2ccccc2C(F)(F)F)c1	/	?
9	CN1CC[C@]23c4c5ccc(O)c4OC2C(O)CCC3[C@H]1C5 (some centres not stated)	/	-7%[96 µM]
10	CCNC(C)Cc1cccc(C(F)(F)F)c1 (configuration not stated)	/	6%
11	CCC(C)(S(=O)(=O)CC)S(=O)(=O)CC	/	0%
12	CN1CCCC(=C(c2cccs2)c2cccs2)C1	/	-1%

cpd	GLP1R cytotox	PTHR1 ag
1	/	/
2	/	/
3	/	/
4	/	/
5	/	/
6	/	/
7	/	/
8	/	/
9	/	/
10	/	/
11	/	/
12	/	/

(further entries)
cpd	Compound	GLP1R inv ag	GLP1R ag
13	CCC1OC(=O)CC(O)C(C)[C@@H](O[C@@H]2OC(C)[C@H](O[C@@H]3C[C@@](C)(O)C(O)C(C)O3)C(N(C)C)C2O)[C@H](CC=O)CC(C)C(=O)/C=C/C(C)=C/[C@@H]1COC1OC(C)C(O)C(OC)[C@@H]1OC (some centres not stated)	/	-2%
14	ClC1=C(Cl)[C@]2(Cl)[C@@H]3[C@@H]4C[C@@H]([C@H]5O[C@@H]45)[C@@H]3[C@@]1(Cl)C2(Cl)Cl	/	13%[96 µM]
15	Cc1nnc2n1-c1sc(CCc3ccc(CC(C)C)cc3)cc1C(c1ccccc1Cl)=NC2C (configuration not stated)	/	1%
16	O=[N+]([O-])c1ccc(F)c([N+](=O)[O-])c1	/	-1%
17	CCCCCc1cc(O)c2c(c1)OC(C)(C)c1ccc(C)cc1-2	/	-2%
18	O=c1[nH]c(=O)n(Cl)c(=O)n1Cl	/	4%
19	CCCN(CCC)CCc1c[nH]c2ccccc12	/	3%[96 µM]
20	C[C@H]1C2Cc3ccc(O)cc3[C@]1(C)CCN2CC1CC1	/	2%
21	C#C[C@]1(O)CC[C@H]2[C@@H]3CCC4=CC(=O)CCC4=C3C=C[C@@]21CC	/	22%
22	OC[C@@H](O)[C@H]1O[C@@H]2OC(C(Cl)(Cl)Cl)O[C@H]2[C@H]1O (some centres not stated)	/	7%
23	Cc1cc(C)cc(C(=O)OC2CC3CCC(C2)N3C)c1 (configuration not stated)	/	-1%
24	Cn1sc(Cl)cc1=O	/	8%

cpd	GLP1R cytotox	PTHR1 ag
13	/	/
14	/	/
15	/	/
16	/	/
17	/	/
18	/	/
19	/	/
20	/	/
21	/	/
22	/	/
23	/	/
24	/	/

Further records follow:
cpd	Compound	GLP1R inv ag	GLP1R ag
25	CNC(C)[C@@H](O)c1ccc(O)cc1 (some centres not stated)	/	8%
26	O=P(O)(O)C(Cl)(Cl)P(=O)(O)O	/	-1%
27	S=C(SSC(=S)N1CCCCC1)N1CCCCC1	/	-7%
28	O=C1C2CC=CCC2C(=O)N1SC(Cl)(Cl)Cl (configuration not stated)	/	-15%
29	CCC/C=C/C=C/C(=O)OC1/C(=C/C(=O)OC)CC2CC(C(C)O)OC(=O)CC(O)CC3CC(OC(C)=O)C(C)(C)C(O)(CC4C/C(=C/C(=O)OC)CC(/C=C\C(C)(C)C1(O)O2)O4)O3 (configuration not stated)	/	-2%
30	C#CCN1CC(=O)N(COC(=O)[C@@H]2[C@@H](C=C(C)C)C2(C)C)C1=O	/	-1%
31	COc1cc(CC(C)N)c(OC)cc1Br (configuration not stated)	/	-4%
32	C=CCN1C[C@H](C)N([C@H](c2ccc(C(=O)N(CC)CC)cc2)c2cccc(OC)c2)C[C@H]1C	/	5%
33	CNC[C@H](O)c1ccc(O)cc1	/	40%[19.8 µM]
34	CCCCC(CC)COC(=O)c1ccccc1C(=O)O (configuration not stated)	/	?
35	CN(C)CCc1c[nH]c2cccc(OP(=O)(O)O)c12	/	0%[96 µM]
36	CCON=C(CC)C1=C(O)CC(c2c(C)cc(C)cc2C)CC1=O (configuration not stated)	/	12%[96 µM]

cpd	GLP1R cytotox	PTHR1 ag
25	/	/
26	/	/
27	/	/
28	/	/
29	/	/
30	/	/
31	/	/
32	/	/
33	/	/
34	/	/
35	/	/
36	/	/

Fetched by structure from the list above:
cpd	Compound	GLP1R inv ag	GLP1R ag
35	CN(C)CCc1c[nH]c2cccc(OP(=O)(O)O)c12	/	0%[96 µM]
32	C=CCN1C[C@H](C)N([C@H](c2ccc(C(=O)N(CC)CC)cc2)c2cccc(OC)c2)C[C@H]1C	/	5%
27	S=C(SSC(=S)N1CCCCC1)N1CCCCC1	/	-7%
34	CCCCC(CC)COC(=O)c1ccccc1C(=O)O (configuration not stated)	/	?
30	C#CCN1CC(=O)N(COC(=O)[C@@H]2[C@@H](C=C(C)C)C2(C)C)C1=O	/	-1%
36	CCON=C(CC)C1=C(O)CC(c2c(C)cc(C)cc2C)CC1=O (configuration not stated)	/	12%[96 µM]

cpd	GLP1R cytotox	PTHR1 ag
35	/	/
32	/	/
27	/	/
34	/	/
30	/	/
36	/	/

Further entries.
cpd	Compound	GLP1R inv ag	GLP1R ag
37	CC(C)NCC(O)c1ccccc1Cl (configuration not stated)	/	24%
38	CNCC(=O)c1ccc(O)c(O)c1	/	14%
39	CNC(C)Cc1ccc2c(c1)OCO2 (configuration not stated)	/	-1%[110 µM]
40	COc1ccc(C(=O)c2c(C)n(CCN3CCOCC3)c3ccccc23)cc1	/	8%
41	O=[N+]([O-])OC1CO[C@H]2C(O[N+](=O)[O-])COC12 (some centres not stated)	/	5%
42	O=[N+]([O-])c1cc([N+](=O)[O-])c2ccccc2c1	/	-8%[96 µM]
43	CCOP(=S)(OCC)O/N=C(\C#N)c1ccccc1	/	11%
44	Cc1cc(O)ccc1Cl	/	-3%
45	Oc1ccc2c3c1O[C@H]1[C@@H](O)C=CC4[C@@H](C2)NCC[C@@]341 (some centres not stated)	/	4%
46	CCNC[C@H](O)c1cccc(O)c1	/	26%[19.8 µM]
47	Cc1ccc(N=CN(C)C=Nc2ccc(C)cc2C)c(C)c1	/	5%
48	CCN(CC)CCO[C@H]1CC[C@@]2(C)C(=CC[C@@H]3[C@H]2CC[C@]2(C)C(=O)CC[C@H]32)C1	/	1%

cpd	GLP1R cytotox	PTHR1 ag
37	/	/
38	/	/
39	/	/
40	/	/
41	/	/
42	/	/
43	/	/
44	/	/
45	/	/
46	/	/
47	/	/
48	/	/

Continuation:
cpd	Compound	GLP1R inv ag	GLP1R ag
49	O=C1Nc2ccc(Cl)cc2C(c2ccccc2Cl)=NC1O (configuration not stated)	/	0%
50	CC(=O)N[C@@H]1CCSC1=O	/	-1%[19.8 µM]
51	CC(O)CN1CCN(CC(=O)[O-])CCN(CC(=O)[O-])CCN(CC(=O)[O-])CC1.[Gd+3] (configuration not stated)	/	1%&1%
52	[N-]=[N+]=CC(=O)OCC(N)C(=O)O (configuration not stated)	/	9%
53	COc1cc(C[C@H](C)N)c(OC)cc1Br	/	13%[96 µM]
54	CC1NCCOC1c1ccccc1 (configuration not stated)	/	-5%
55	C/C=C(\CC)C(=O)NC(N)=O	/	5%
56	Cc1nnc2n1-c1sc(CCC(=O)N3CCOCC3)cc1C(c1ccccc1Cl)=NC2	/	3%&-6%
57	CCCN(CCC)c1c([N+](=O)[O-])cc(S(N)(=O)=O)cc1[N+](=O)[O-]	/	10%[96 µM]
58	CCCC(C)(COC(N)=O)COC(=O)NC1CC1 (configuration not stated)	/	7%
59	Oc1ccccc1-c1ccccc1	/	-4%
60	CCC(C)C1O[C@]2(C=CC1C)CC1CC(C/C=C(\C)[C@H](OC3CC(OC)C(O[C@H]4CC(OC)[C@@H](O)C(C)O4)C(C)O3)[C@@H](C)/C=C/C=C3\COC4C(O)C(C)=C[C@H](C(=O)O1)[C@@]34O)O2 (some centres not stated)	/	7%

cpd	GLP1R cytotox	PTHR1 ag
49	/	/
50	/	/
51	/	/
52	/	/
53	/	/
54	/	/
55	/	/
56	/	/
57	/	/
58	/	/
59	/	/
60	/	/

(more compounds)
cpd	Compound	GLP1R inv ag	GLP1R ag
61	Cc1cccc(C)c1NC(=O)CN1CCCC1=O	/	3%
62	COC(=O)c1ccccc1C(=O)OC	/	-1%
63	CCN(CC)Cc1nccn1-c1ccc([N+](=O)[O-])cc1C(=O)c1ccccc1Cl	/	6%
64	CC1CCC(C(C)C)C(OC(=O)c2ccccc2N)C1 (configuration not stated)	/	-1%
65	C/C(=C\c1csc(C)n1)[C@@H]1C[C@@H]2O[C@]2(C)CCC[C@H](C)[C@H](O)[C@@H](C)C(=O)C(C)(C)[C@@H](O)CC(=O)O1	/	-7%
66	C[C@H]1[C@@H]2Cc3ccc(O)cc3[C@]1(C)CCN2C	/	0%[231 µM]
67	OCCN(CCO)CCO	/	0%
68	C=C/C=C/CC1=C(C)[C@@H](OC(=O)[C@@H]2[C@@H](/C=C(\C)C(=O)OC)C2(C)C)CC1=O (tested in a mixture with another compound)	/	-3%
69	CCCC(C)C1(CC)C(=O)NC(=S)NC1=O (configuration not stated)	/	-6%
70	Clc1ccc(CO/N=C(\Cn2ccnc2)c2ccc(Cl)cc2Cl)c(Cl)c1	/	5%
71	COc1cc(C[C@H](C)N)c(OC)cc1C	/	-5%[110 µM]
72	C=CC1CN2CCC1CC2C(OC(=O)OCC)c1ccnc2ccc(OC)cc12 (configuration not stated)	/	16%

cpd	GLP1R cytotox	PTHR1 ag
61	/	/
62	/	/
63	/	/
64	/	/
65	/	/
66	/	/
67	/	/
68	/	/
69	/	/
70	/	/
71	/	/
72	/	/

Next compounds follow:
cpd	Compound	GLP1R inv ag	GLP1R ag
73	COCCOCCO	/	0%[96 µM]
74	COP(=O)(OC)C(O)C(Cl)(Cl)Cl (configuration not stated)	/	2%
75	CN1C(=O)C(O)N=C(c2ccccc2)c2cc(Cl)ccc21 (configuration not stated)	/	4%
76	Cc1cccc(C2CC(=O)Oc3c2c(=O)oc2ccccc32)c1 (configuration not stated)	5%	/
77	Cc1ccc(-n2c(/C=C/c3cccs3)nc3ccccc3c2=O)cc1C	?	/
78	CCCCc1ccc(NC(=O)c2ccc3c(c2)CCN3S(=O)(=O)CC)cc1	?	/
79	Cc1ccc2scc(N3CCN(C)CC3)c(=O)c2c1	21%	/
80	Cc1ccc(C)c(CN2C(=O)c3ccccc3Sc3ccc(C(=O)N4CCC5(CC4)OCCO5)cc32)c1	?	/
81	COc1cccc(-n2c(/C=C\c3ccc(Cl)cc3)nc3ccccc3c2=O)c1	0%	/
82	COc1ccc(Cl)cc1NC(=O)c1sc2nc3c(cc2c1N)N1CCC3CC1	16%	/
83	COc1ccc(Cl)cc1NC(=O)CCCS(=O)(=O)c1nc(-c2ccc(OC)c(OC)c2)cc(C(F)(F)F)n1	?	/
84	Cc1ccc2c(c1)C(Cc1nc3ccccc3c(=O)n1-c1ccc(Br)cc1)C(=O)N2 (configuration not stated)	?	/

cpd	GLP1R cytotox	PTHR1 ag
73	/	/
74	/	/
75	/	/
76	-3%	-11%
77	0%	-23%
78	-23%	-42%[inhibitor]
79	1%	18%
80	-19%	-43%[inhibitor]
81	1%	i
82	25%	i
83	?	i
84	-22%	-42%[inhibitor]

Bioassay records from PubChem BioAssay.

A portion of the library, so the mix of outcomes need not match the whole.
